# INS-1E GSIS act – primary screen for activators of insulin secretion dependent on glucose, INS-1E cells, GLuc reporter luminescence. INS-1E GLuc reporter insulin secretion, 2-3 h. activation, % at 16.6 µM. 370,000 compounds, 0.61% hits;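 active = lowest replicate activation of at least 40%, so every replicate reaches that level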;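 also: 0% = median of neutral control wells and 100% = median of IBMX positive control wells; some compounds called inactive have numbers as strong as hits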
# F508del corr – CFTR F508del correction in bronchial cells. activity (quench increase), % at 7.58 µM. 350,000 compounds, 0.36% hits. CFBE cells, YFP halide quenching; stimulated with forskolin plus potentiator P3; % fluorescence drop versus neutral controls. AID 720511;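 active = mean added fluorescence quench of at least 8% versus neutral control, with both replicates also reaching 8%; inconclusive = only one of the mean or replicate conditions met; inactive = mean below 8% and not both replicates reaching 8%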;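 also: cells transiently co-express mutant CFTR-F508del with the halide-sensitive YFP; corrector assay measuring rescue of mutant channel to the surface after 24 h compound exposure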
# miR122 inh – blocks miR-122 activity in Huh7 sensor cells. activation (reporter increase), % at 12.5 µM. AID 602342. Huh7 miR-122 Renilla luciferase sensor, 48 h; neutral wells = 0, positive control = 100. 340,000 compounds, 0.3% hits;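 active = mean replicate activation score at least 90 and every replicate individually at or above 90; inconclusive = only one of the two criteria met; inactive = neither criterion met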;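 also: higher luciferase means less miR-122 activity so hits act as miR-122 inhibitors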
# EWS-Fli inh – inhibitors of EWS/Fli oncoprotein transcriptional activity. A673 NR0B1-luciferase reporter, viability-normalised. inhibition, % at 12.6 µM. 350,000 compounds, 0.67% hits;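 active = mean inhibition of at least 50% after viability correction, with every replicate also passing that limit; inconclusive = mean reaches 50% but only one of two replicates passes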;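 also: firefly luciferase signal divided by Alamar Blue viability fluorescence both relative to DMSO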
# DENV2 CPE – protects cells from dengue virus 2 cytopathic effect | DENV2-infected cells, cytopathic effect rescue, plate reader | CPE inhibition, % at 9.99 µM | 350,000 compounds, 1.7% hits; in the data active = CPE inhibition above about 20%, passing the limit was not always enough; inconclusive = no clear call, values can overlap the other calls; tested in BHK-21 cells;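 also: 0% = median of neutral control wells and 100% = median of positive control wells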
# PAX8 inh HTS – PAX8 transcriptional activity inhibition; RMG-I TPO-luciferase reporter, SteadyGlo, 24 h; 360,000 compounds, 1.2% hits; inhibition, % at 12.6 µM; AID 652154;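 active = mean replicate inhibition at least 60% with every replicate also reaching 60%; inconclusive = only one of the two criteria is met; inactive = mean below 60% and not all replicates reaching 60%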;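 also: luciferase light reporting Pax8 driven TPO promoter activity; plate controls were median of neutral control wells for no effect and mitoxantrone controls for full effect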
# FN deposition inh – fibronectin deposition inhibition; inhibition, % at 12.6 µM; 350,000 compounds, 0.086% hits; AH1F fibroblasts, Alexa488-fibronectin deposition fluorescence, overnight;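 active = mean inhibition across replicates of 30% or more, regardless of how many single replicates reach that level; inconclusive = mean under 30% yet at least half of replicates reach 30%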;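 also: positive control wells lacked labelled fibronectin entirely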
#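 Material: AH1F fibroblasts assembling fluorescent fibronectin matrix; amount: 10000 AH1F cells/well; medium: DMEM, 2% serum; reagent: Alexa488-fibronectin, 24 nM final in well; dosing: single compound dose, delivered by pin transfer; incubation: 1 h adhesion, overnight exposure; detection: fluorescence after three HBSS washes, excitation 485 nm, emission 525 nm; measure: fibronectin deposition inhibition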
# Active calls of the source: *; ? = inconclusive; . = no result given; [ ] = remark or other dose. Random draw from the library; any-hit rate near 3.9%.
SMILES,INS-1E GSIS act,F508del corr,miR122 inh,EWS-Fli inh,DENV2 CPE,PAX8 inh HTS,FN deposition inh
Cc1ccccc1Oc1ccccc1N,3,1.7,-14,8,14,5,.
O=C(C[C@@H]1CC[C@@H]2NC[C@@H](O)COC[C@H]2O1)Nc1nccs1,24,1.2,-4[16.7 µM],2,-3,-3,-4
CCN(CC)C(=O)c1cc2cc(Br)ccc2oc1=O,0,.,-7,.,.,.,0
COC(=O)c1c(NC(=O)c2ccc(Br)s2)sc2c1CCC2,1,.,0,.,.,.,-10
COc1ccccc1N1CCN(S(C)(=O)=O)CC1,-2,-0.7,1,1,-6,.,.
COc1ccc2c3c([nH]c2c1)[C@@H](CO)N(C(=O)c1ccc(F)cc1)CC31CCN(C(=O)CC2CC2)CC1,-1,1.7,.,4,6,.,.
Cc1ccc(OCCC(=O)Nc2ccccc2C(=O)NC2CC2)cc1,-5,-1.2,-2,0,1,1,-20
Cc1cccc(NC(=O)c2ccc(COc3ccc4ccccc4c3)o2)n1,8,-3.6,.,-21,-4,-37,-7
CC(CN1CCOCC1)c1ccccc1 (stereo not drawn),7,0.0,.,-2,-3,.,.
O=C(CCc1ccccc1)Nc1nnc(-c2ccc3c(c2)CCCC3)o1,1,-0.6,-8,-57,-4,-70,2
CC(C)=C1SC(N2CCN(c3ccc(C)c(Cl)c3)CC2)=NC1=O,6,-0.9,.,-10,-3,8,5
CC1=C(c2ccc(Cl)cc2)[N+](=O)C(C)(C)N1[O-],-4,-1.0,.,7,0,15,-9
CCCNC(=O)N1C[C@@H](O)COC[C@H]2O[C@@H](CC(=O)N3CCCCC3)CC[C@@H]21,10,0.0,-7[16.7 µM],-1,16,8,-1
COc1ccc(NC(=O)C[C@H]2C(=O)N(CCc3ccccc3)C[C@@H]2CSC)cc1,-19,-6.3,0,6,1,3,0
Cc1cccc(NC(=O)C2CCCN2/C=C/C(=O)C(F)(F)F)c1C (stereo not drawn),20,.,.,.,.,-10,-5
COc1ccc(NC(=O)N(C)C[C@@H]2OCCCC[C@@H](C)Oc3ccc(NC(=O)Nc4ccc(F)cc4)cc3C(=O)N([C@@H](C)CO)C[C@@H]2C)cc1,-1,-0.8,3[16.7 µM],-2,-2,2,.
O=c1cc(-c2ccccc2)oc2c1ccc1ccccc12,-3,1.5,.,-15,8,.,.
Fc1ccc2cnc(-c3ccccc3)cc2c1,-3,-4.3,-6,-104,-5,-227,0
CCOC(=O)Oc1ccc(/C=C2\N=C(C)OC2=O)cc1,0,0.4,10,10,1,1,-7
C[C@@H]1CN([C@H](C)CO)C(=O)Cc2cc(NC(=O)CCCCCC(=O)Nc3ccccc3N)ccc2O[C@@H]1CN(C)C(=O)Nc1ccccc1,2,1.4,7[16.7 µM],-4,-5,-17,.
CC1Cc2ccccc2N1C(=O)Cn1cnc2c1c(=O)n(C)c(=O)n2C (stereo not drawn),-5,0.1,.,1,-3,7,.
Cc1cccc(C)c1NC(=O)C(c1ccccc1)N1CCN(c2ccc(C(F)(F)F)cn2)CC1 (stereo not drawn),-6,-1.2,2,6,0,17,1
Nc1ncnc2c1ncn2-c1ccccc1Cl,40,.,-10,-20,-4,-19,3
O=C(c1ccccn1)N1CC[C@@H]2[C@H]1c1cc(-c3ccccc3)ccc1N[C@@H]2CO,6,-1.7,-3[16.7 µM],-53,1,-39,-9
C[C@H]1CN([C@@H](C)CO)C(=O)c2cccc(NC(=O)NC3CCCCC3)c2O[C@H]1CN(C)CC1CCCCC1,0,1.3,8[16.7 µM],17,30*,.,.
# (cont.)
SMILES,INS-1E GSIS act,F508del corr,miR122 inh,EWS-Fli inh,DENV2 CPE,PAX8 inh HTS,FN deposition inh
CC(=O)Nc1ccc2sc(NC(=O)CN3CCOCC3)nc2c1,5,-4.9,4,7,-3,6,-9
O=C(NCCS(=O)(=O)NC1CCCCC1)c1ccc2c(c1)OCO2,15,1.8,.,-11,9,-8,0
CC(C)N(CCc1ccncc1)C(=S)Nc1ccc(F)c(Cl)c1,-55,-3.5,0,10,0,31,-2
O=C1c2cccnc2C(=O)N1c1cccc([N+](=O)[O-])c1,0,1.0,-2,-5,-4,-19,14
CCCNC(=O)N1[C@H](CN(C)C(C)=O)[C@@H](c2ccc(C3=CCCC3)cc2)[C@@H]1CO,-3,-0.4,-14[16.7 µM],-3,5,2,6
COCCNC(=O)[C@H]1[C@H](CO)[C@H]2Cn3c(ccc(-c4ccccc4F)c3=O)[C@H]2N1C(=O)C1CCCC1,3,.,.,-5,-5,.,.
Cc1ccc(CN2CC(C(=O)N(C)CC(=O)Nc3cccc(F)c3)CC2=O)cc1 (stereo not drawn),-8,-0.3,1,-3,1,-10,5
COCC#Cc1cnc2c(c1)C(=O)N([C@@H](C)CO)C[C@@H](C)[C@@H](CN(C)Cc1ccc(-c3ccccc3)cc1)O2,-13,3.0,4[16.7 µM],19,.,.,.
O=C(O)CSc1nc2sc3c(c2c(=O)n1-c1ccccc1)CCC3,0,-4.4,-9,8,-2,-2,-5
CC1CCN(CCNC(=O)C2CCCN(S(=O)(=O)c3cccc4nsnc34)C2)CC1 (stereo not drawn),1,0.7,.,0,-2,-10,-4
COc1cc(/C=N/NC(=O)C(=O)Nc2ccccn2)ccc1O,2,.,-3,.,.,10,4
C[C@H](CO)N1C[C@H](C)[C@H](CN(C)Cc2ccc(Cl)c(Cl)c2)Oc2c(NS(=O)(=O)c3ccc(Cl)cc3)cccc2C1=O,.,-0.7,14[16.7 µM],12,-3,83*,.
C[C@@H]1CCCCO[C@@H](CN(C)C(=O)Nc2ccc(C(F)(F)F)cc2)[C@H](C)CN([C@H](C)CO)C(=O)c2cc(NC(=O)c3ccncc3)ccc2O1,-2,0.7,13[16.7 µM],20,-8,18,4
Cc1[nH]c2ccccc2c1CCCO,-8,0.5,.,1,2,14,12
COc1ccccc1CNC(=O)c1ccc(CS(=O)(=O)c2ccc(C)cc2)o1,-4,0.1,1,-15,-5,-17,0
O=C1NC(=O)C2C3OC(C(Br)C3Br)C12 (stereo not drawn),.,-0.5,-4,-1,-13,-6,.
N#Cc1ccc(-c2ccc3c(c2)[C@@H]2[C@@H](CCN2C(=O)Cc2ccccc2)[C@H](CO)N3)cc1,17,-2.1,-8[16.7 µM],12,4,-5,23
C[C@H]1CN([C@@H](C)CO)C(=O)c2cccc(NC(=O)C3CCCCC3)c2O[C@@H]1CN(C)CC1CCCCC1,6,-2.0,57[16.7 µM],8,-11,-22,.
C[C@@H]1CN([C@@H](C)CO)C(=O)c2cc(NC(=O)c3ccccc3)ccc2O[C@@H](C)CCCCO[C@H]1CN(C)Cc1ccc(C(=O)O)cc1,8,-0.3,-6[16.7 µM],-7,-12,6,4
Cc1ccc(CNC(=O)C2CCCN(C(=O)Nc3ccc(F)cc3)C2)cc1 (stereo not drawn),-17,-2.4,-4,-1,1,3,19
CC(=O)N(C)C[C@H]1[C@H](c2ccc(-c3ccccc3)cc2)[C@@H](CO)N1C(=O)C1CC1,-14,0.3,-12[16.7 µM],-3,-11,-11,-13
Cc1ccc(-c2[nH]ncc2/C=N/n2c(C)nc3ccccc3c2=O)cc1,-8,0.2,6,-25,3,4,-15
C/C=C/c1ccc([C@H]2[C@H](CO)N(C(C)=O)[C@H]2CN(C)S(C)(=O)=O)cc1,-10,-1.1,7[16.7 µM],-7,?,3,2
CC(=O)C1C(c2cccc(F)c2)NC(=O)NC1(O)C(F)(F)F (stereo not drawn),3,.,.,.,.,13,2
CC(C)CNS(=O)(=O)c1ccc(CCC(=O)NCCC2=CCCCC2)cc1,-21,1.1,?,4,8,10,.
# The results go on.
SMILES,INS-1E GSIS act,F508del corr,miR122 inh,EWS-Fli inh,DENV2 CPE,PAX8 inh HTS,FN deposition inh
O=C(Nc1nnc(-c2ccco2)o1)c1ccc([N+](=O)[O-])s1,-9,-0.2,.,18,-13,-23,-8
CCOc1ccc(/C(O)=C2/C(=O)C(=O)N(c3ccccn3)C2c2ccc(Cl)cc2)c(C)c1 (stereo not drawn),-3,1.2,-5,7,-5,-26,0
CCOC(=O)Nc1nnc(/C=C/c2ccc(OC)cc2)s1,23,.,.,.,.,-4,-2
O=C(O)C1C2C=CC(C2)C1C(=O)NCc1ccccc1 (stereo not drawn),-1,0.5,0,-3,24*,0,-6
COc1ccc2c(C=O)c[nH]c2c1,12,-0.8,.,3,2,17,0
CC(C)(C)c1nc(CN2CCOCC2)cc(CN2CCOCC2)c1O,.,.,0,.,.,5,2
Cc1nn(CCCC(=O)Nc2ccc(Br)cc2F)c(C)c1[N+](=O)[O-],3,0.0,.,-3,3,-3,6
O=S(=O)(O/N=C1\CCCc2ccccc21)c1ccccc1,.,.,1,.,.,-4,-3
O=c1c(Cl)c(N2CCN(c3ccccc3)CC2)cnn1C12CC3CC(CC(C3)C1)C2,-17,.,0,.,.,9,-1
Cc1noc(C)c1NC(=O)Nc1ccc2c(c1)C(=O)N([C@@H](C)CO)C[C@H](C)[C@H](CN(C)Cc1ccc(C(F)(F)F)cc1)O2,-2,1.5,-6[16.7 µM],.,19,6,.

# In the list so far, these contain an aryl methoxy group:
SMILES,INS-1E GSIS act,F508del corr,miR122 inh,EWS-Fli inh,DENV2 CPE,PAX8 inh HTS,FN deposition inh
COc1ccccc1N1CCN(S(C)(=O)=O)CC1,-2,-0.7,1,1,-6,.,.
COc1ccc2c3c([nH]c2c1)[C@@H](CO)N(C(=O)c1ccc(F)cc1)CC31CCN(C(=O)CC2CC2)CC1,-1,1.7,.,4,6,.,.
COc1ccc(NC(=O)C[C@H]2C(=O)N(CCc3ccccc3)C[C@@H]2CSC)cc1,-19,-6.3,0,6,1,3,0
COc1ccc(NC(=O)N(C)C[C@@H]2OCCCC[C@@H](C)Oc3ccc(NC(=O)Nc4ccc(F)cc4)cc3C(=O)N([C@@H](C)CO)C[C@@H]2C)cc1,-1,-0.8,3[16.7 µM],-2,-2,2,.
COc1cc(/C=N/NC(=O)C(=O)Nc2ccccn2)ccc1O,2,.,-3,.,.,10,4
COc1ccccc1CNC(=O)c1ccc(CS(=O)(=O)c2ccc(C)cc2)o1,-4,0.1,1,-15,-5,-17,0
CCOC(=O)Nc1nnc(/C=C/c2ccc(OC)cc2)s1,23,.,.,.,.,-4,-2
COc1ccc2c(C=O)c[nH]c2c1,12,-0.8,.,3,2,17,0

# Structures from the list above that contain a nitro group on carbon:
SMILES,INS-1E GSIS act,F508del corr,miR122 inh,EWS-Fli inh,DENV2 CPE,PAX8 inh HTS,FN deposition inh
O=C1c2cccnc2C(=O)N1c1cccc([N+](=O)[O-])c1,0,1.0,-2,-5,-4,-19,14
O=C(Nc1nnc(-c2ccco2)o1)c1ccc([N+](=O)[O-])s1,-9,-0.2,.,18,-13,-23,-8
Cc1nn(CCCC(=O)Nc2ccc(Br)cc2F)c(C)c1[N+](=O)[O-],3,0.0,.,-3,3,-3,6

# Source: PubChem BioAssay
